ZTA DNA inh – ZTA (EBV) inhibition in EBNA-1 counter-screen; hit rate 0.15% among 320,000; ZTA-DNA binding, fluorescence polarization; P03206; inhibition, % at 11 µM; in the data active means inhibition above about 33%
PREPL inh – inhibitors of human prolyl oligopeptidase-like enzyme PREPL | inhibition, % at 5.96 µM | AID 2751 | recombinant PREPL, fluorescence polarization activity-based probe | hit rate 0.68% among 320,000 | Q4J6C6; in the data active means inhibition above about 43%;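 further: 0% = enzyme with DMSO and 100% = wells lacking enzyme; many of its hits are not listed in these tables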
PAFAH2 inh – PAFAH2 (human) inhibition | hit rate 0.99% among 340,000 | inhibition, % at 3.39 µM | Q99487 | recombinant PAFAH2, FP-rhodamine activity probe, fluorescence polarization;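 active means inhibition above the mean over all tested compounds plus 3 SD, cut at about 30% in these data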;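 further: inhibitors block probe labeling of enzyme so polarization drops; 0% = enzyme with DMSO and 100% = wells lacking PAFAH2 protein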
PAD4 inh – blocks human protein arginine deiminase 4. inhibition, % at 6.36 µM. hit rate 0.41% among 330,000. recombinant PAD4, RCA probe fluorescence polarization. Q9UM07;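 active means percent inhibition above a cutoff equal to the mean of all tested compounds plus 3 SD, cut at about 15% in these data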;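 further: 0% = PAD4 with RCA probe and DMSO and 100% = probe without PAD4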
Target sequence (Q9UM07 whole entry, looked up): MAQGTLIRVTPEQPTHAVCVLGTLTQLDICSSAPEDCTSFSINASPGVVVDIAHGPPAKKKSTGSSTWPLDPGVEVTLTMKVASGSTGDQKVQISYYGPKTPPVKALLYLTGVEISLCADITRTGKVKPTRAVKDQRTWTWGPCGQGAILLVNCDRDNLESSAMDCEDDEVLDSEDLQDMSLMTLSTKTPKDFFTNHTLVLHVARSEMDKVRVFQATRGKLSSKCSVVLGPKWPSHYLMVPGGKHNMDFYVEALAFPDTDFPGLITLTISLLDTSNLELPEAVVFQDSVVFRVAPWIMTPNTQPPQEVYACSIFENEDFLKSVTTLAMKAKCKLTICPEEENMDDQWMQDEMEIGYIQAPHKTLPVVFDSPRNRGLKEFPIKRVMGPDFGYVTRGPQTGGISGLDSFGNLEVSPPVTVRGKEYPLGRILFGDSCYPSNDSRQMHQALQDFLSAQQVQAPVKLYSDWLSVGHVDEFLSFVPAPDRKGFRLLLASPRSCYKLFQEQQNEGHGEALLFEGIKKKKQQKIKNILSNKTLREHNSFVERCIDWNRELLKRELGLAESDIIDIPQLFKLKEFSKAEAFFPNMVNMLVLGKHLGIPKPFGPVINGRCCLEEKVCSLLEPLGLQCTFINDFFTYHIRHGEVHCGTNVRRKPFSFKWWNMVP
PAFAH1B3 FP inh – inhibitors of human PAFAH1B3; hit rate 0.28% among 340,000; inhibition, % at 3.39 µM; AID 492972; recombinant PAFAH1B3, FP-rhodamine probe, fluorescence polarization; Q15102;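 active means inhibition above the screen-wide average of all tested compounds plus 3 SD, cut at about 25% in these data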;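 further: 0% = enzyme with DMSO only and 100% = wells lacking PAFAH1B3 protein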
EBNA-1 inhibitor – blocks EBNA-1 binding to DNA; EBNA-1 DNA binding, fluorescence polarization; inhibition, % at 14.8 µM; AID 1950; hit rate 0.34% among 300,000; in the data active means inhibition above about 28%
GSTO1 inh – GSTO1 inhibition, counter-screen for RBBP9 inhibitors; inhibition, % at 5.96 µM; hit rate 1.1% among 300,000; recombinant GSTO1, activity-based probe fluorescence polarization; P78417;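 active means inhibition above the campaign mean inhibition plus 3 SD, cut at about 35% in these data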;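 further: 0% = GSTO1-1 with DMSO and 100% = wells lacking GSTO1-1 enzyme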
LYPLA2 counter – blocks human lysophospholipase 2, a PME1 counter-screen; O95372; recombinant LYPLA2, FP-Rh probe fluorescence polarization; inhibition, % at 5.9 µM; hit rate 0.38% among 320,000;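 active means inhibition above the screen-wide mean plus 3 SD, limit set per campaign, cut at about 26% in these data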;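 further: 0% = LYPLA2 with DMSO and 100% = wells lacking LYPLA2 enzyme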
LYPLA1 counter – LYPLA1 (human) inhibition in PME1 counter-screen; O75608; hit rate 0.16% among 320,000; recombinant LYPLA1, FP-Rh probe fluorescence polarization; inhibition, % at 5.9 µM;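 active means inhibition above the mean of all tested compounds plus 3 SD, set per campaign, cut at about 14% in these data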;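 further: inhibitors block serine hydrolase probe labeling of LYPLA1 so polarization falls; 0% = enzyme with DMSO and 100% = wells lacking LYPLA1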
Target sequence (O75608 whole entry, looked up): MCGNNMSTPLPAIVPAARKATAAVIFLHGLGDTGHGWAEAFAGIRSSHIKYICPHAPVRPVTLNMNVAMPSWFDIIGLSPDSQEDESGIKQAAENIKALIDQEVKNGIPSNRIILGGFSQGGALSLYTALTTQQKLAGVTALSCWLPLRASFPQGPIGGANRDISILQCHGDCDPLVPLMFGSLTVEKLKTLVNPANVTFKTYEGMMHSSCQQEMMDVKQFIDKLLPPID
Numbers without * were called inactive; nt = no result given. An excerpt, so the mix of outcomes need not match the whole.

SMILES	ZTA DNA inh	PREPL inh	PAFAH2 inh	PAD4 inh	PAFAH1B3 FP inh	EBNA-1 inhibitor	GSTO1 inh	LYPLA2 counter	LYPLA1 counter
N#CCS(=O)(=O)c1ccccc1	0	2	1	3	-5	4	1	-9	-1
Cc1ccc(-n2ncc3c(N4CCC(C(N)=O)CC4)ncnc32)c(C)c1	-7	9	2	-3	3	15	3	5	2
CCCCCCOC(=O)c1ccc(OC(=O)c2cccnc2)cc1	-10	14	41*	3	-4	1	4	12	4
CC(C)c1cc(CNC(=O)CCc2nnc(CCCc3ccccc3)o2)on1	-1	4	1	-2	7	0	0	10	4
CC(=O)OCCN(C)c1cc(SC(C)C)c2nonc2c1[N+](=O)[O-]	-5	5	-8	-10	2	-15	1	9	3
COC(=O)c1cc(C)sc1NC(=O)C1CC=CCC1C(=O)O (configuration not stated)	9	-1	-7	0	7	4	3	-2	-2
CCOC(=O)Cc1c(C)[nH]c(=S)[nH]c1=O	22	-4	2	-2	-3	3	3	4	-2
COc1cc(/C=N/Nc2nc(Nc3ccc(C)cc3)nc(-n3nc(C)cc3C)n2)cc(OC)c1OC	4	22	7	9	9	2	-6	0	-5
O=C(O)CCCC(=O)N1CCc2cc(S(=O)(=O)NCc3ccc(F)cc3)ccc21	-21	14	4	1	10	-5	-4	-1	-1
COc1cc(OC)c2cc[nH]c2c1	7	1	4	-4	-6	-5	2	0	-3
CC(=O)c1c(C)[nH]c(C(=O)COc2ccc3c(C)cc(=O)oc3c2)c1C	-1	16	-4	-2	3	nt	nt	-3	-10
COc1cc(OC)cc(C(=O)N[C@H](C(=O)NC2=NCCS2)C(C)C)c1	nt	0	-2	0	3	nt	nt	nt	nt
O=S(=O)(Nc1cccc2ccccc12)c1ccccc1F	14	-8	4	-1	16	4	8	10	2
Cc1cccc(OCC(=O)Nc2cc(Cl)ccc2-n2cncn2)c1C	-7	4	11	0	-3	2	-4	-1	-6
CCn1c(SCC(=O)NC2CC2)nnc1-c1ccc(OC)cc1	-6	13	1	-2	2	-5	-1	4	3
COc1cc(NC(=O)CN2C(=O)COc3ccc(S(=O)(=O)N4CCCCC4)cc32)cc(OC)c1	-14	12	3	1	15	-6	8	12	0
CC(C)N(Cc1ccccc1)C(=O)c1ccc2c(c1)OCO2	8	1	1	-1	9	8	-3	-5	0
CC1(C2CC2)NC(=O)N(CC(=O)Nc2ccc(Cl)c([N+](=O)[O-])c2)C1=O (configuration not stated)	8	6	-1	4	8	nt	nt	-3	2
Cc1ccc(C)n1-n1c(C)nc2scc(-c3ccccc3)c2c1=O	-7	14	3	0	1	4	0	1	-1
Cc1cccc(C(=O)N[C@H](C(=O)Nc2nc(C)cs2)C(C)C)c1	1	2	2	-3	11	3	1	5	-3
O=C(O)C1CC=CCC1C(=O)NNS(=O)(=O)c1ccccc1 (configuration not stated)	4	11	-2	-10	6	-8	-13	-3	1
CC(=O)c1cccc(NC(=S)NC2CC2)c1	-5	2	7	3	6	5	3	-4	-1
CCCCCCNc1nc(Cl)nc(NC(C)(C)CO)n1	-6	4	2	3	-6	-4	5	-2	-2
CCC1C(=O)N=C(SCC(=O)NC2CCCCC2)NC1=O (configuration not stated)	4	4	2	-1	3	-4	21	4	0
N#CCC(=O)Nc1ccc(C(=O)NCCC(c2ccccc2)c2ccccc2)cc1	6	-27	-13	-9	-9	-19	-21	-17	-20
COc1ccc(NC(=O)C(=O)NNC(=O)c2ccc(Cl)cc2Cl)cc1	-4	-2	4	2	5	-1	4	3	-6
O=S(=O)(Nc1cccc(C(F)(F)F)c1)c1cccnc1	0	-1	-5	0	5	-6	1	-5	-3
OCCN1CCN(c2ncnc3c2c(-c2ccccc2)cn3-c2ccc(Br)cc2)CC1	3	5	6	0	6	5	5	9	-1
COc1ccccc1CNC(=O)CNC(=O)c1sc2ccccc2c1Cl	-21	-9	2	3	-1	4	-2	-4	-4
OCC[C@H]1C[C@H](O)[C@@H](O)[C@]2(CCCCO2)O1	10	19	-1	-5	5	12	3	-1	0

Looked up by structure from above (four):
SMILES	ZTA DNA inh	PREPL inh	PAFAH2 inh	PAD4 inh	PAFAH1B3 FP inh	EBNA-1 inhibitor	GSTO1 inh	LYPLA2 counter	LYPLA1 counter
OCCN1CCN(c2ncnc3c2c(-c2ccccc2)cn3-c2ccc(Br)cc2)CC1	3	5	6	0	6	5	5	9	-1
COc1ccccc1CNC(=O)CNC(=O)c1sc2ccccc2c1Cl	-21	-9	2	3	-1	4	-2	-4	-4
N#CCC(=O)Nc1ccc(C(=O)NCCC(c2ccccc2)c2ccccc2)cc1	6	-27	-13	-9	-9	-19	-21	-17	-20
COc1ccc(NC(=O)C(=O)NNC(=O)c2ccc(Cl)cc2Cl)cc1	-4	-2	4	2	5	-1	4	3	-6

The results go on:
SMILES	ZTA DNA inh	PREPL inh	PAFAH2 inh	PAD4 inh	PAFAH1B3 FP inh	EBNA-1 inhibitor	GSTO1 inh	LYPLA2 counter	LYPLA1 counter
CC(=O)c1cccc(N(C(=O)CNC(=O)c2ccco2)C(C(=O)NCC2CCCO2)c2ccccc2)c1 (configuration not stated)	10	9	4	-3	0	1	-6	-3	1
O=C(/C=C/c1c(Cl)cccc1Cl)NCCCn1ccnc1	1	-2	nt	1	nt	-1	-5	-1	-1
COc1ccc(-n2nc(C(=O)NCC(=O)NCCN(C)C)c3ccccc3c2=O)cc1	0	3	1	-3	-4	-6	-6	-5	-4
CCOC(=O)N1CCN(CC(O)COc2ccc(CC)cc2)CC1 (configuration not stated)	6	1	0	1	11	0	0	-1	-1
COc1ccc(NC(=O)CC#N)cc1OC	-3	9	-4	-3	4	9	0	-1	-1
CC(C)(NO)/C(=N/O)c1cccs1	0	0	4	-1	0	12	1	0	0
COc1ccc2nc(N/C(N)=N/S(C)(=O)=O)nc(C)c2c1	0	-1	4	-1	1	-14	9	3	4
COc1ccc(C(=O)CSc2nnc(CNc3nc(-c4ccccc4)cs3)n2C)cc1	-7	7	8	2	-10	8	11	2	-1
O=C(N/N=C/c1ccncc1)c1nc2ccccc2c(=O)[nH]1	-1	-1	-4	-2	4	-2	-6	-5	-4
CC(C)c1ccc(OCC(=O)NN2C(=O)c3ccccc3C2=O)c(Br)c1	-17	2	-2	-8	8	-5	2	7	-4
O=c1[nH]c(=S)[nH]c2sc3c(c12)CCCCCC3	5	21	-2	1	8	1	-13	5	3
COc1cc2[nH]c(=S)n(Cc3ccccc3)c(=O)c2cc1OC	-1	-10	-4	-4	-7	17	13	-2	0
CC1Cc2cc(S(=O)(=O)CCC(=O)NCc3ccco3)ccc2N1C(=O)C1CC1 (configuration not stated)	7	-2	1	6	4	9	2	5	1
CC(=O)c1cccc(NS(=O)(=O)N(C)C)c1	-7	-3	6	2	-5	6	2	-8	0
O=C(COC(=O)/C=C/c1ccc(C(F)(F)F)cc1)NCCC1=CCCCC1	-6	-3	7	-2	-6	5	7	4	0
CN(C)Cc1c(-c2ccc(Cl)cc2)nc2ccc(Cl)cn12	12	5	-3	-2	-7	6	3	-1	1
CC[C@H]1CCCCc2ccccc2[C@@H](C(=O)C[C@@H](O)CC(C)=O)OC1=O	nt	13	-6	-1	6	nt	nt	nt	nt
CCN(C(=O)COC(=O)C1CCN(S(=O)(=O)c2cccs2)CC1)c1ccccc1	-13	-2	10	7	2	0	-4	1	0
CCn1cc(Cl)c(C(=O)N2N=C(c3ccc4ccccc4c3)CC2c2ccccc2O)n1 (configuration not stated)	-6	-1	-46	-2	-19	2	-9	-57	-32
Fc1ccc2nc(C3CCCCN3Cc3nc(CC4CC4)no3)[nH]c2c1 (configuration not stated)	1	4	-5	-6	-2	7	11	-3	-1
COC(=O)c1ccc(CN2CCc3ccc(NC(=O)c4ccncc4)cc3C2)cc1	-10	2	-8	1	8	9	1	6	1
CC(=O)c1cccc(S(=O)(=O)NCCCN2CCOCC2)c1	7	17	10	3	13	nt	nt	1	1
CCCNC(=O)CN1CCN(S(=O)(=O)c2ccc(Br)s2)CC1	-2	17	13	-4	8	nt	nt	2	1
CC1=NNC(=O)C1CCC(=O)N/N=C/c1ccc(C)cc1 (configuration not stated)	-9	6	nt	4	nt	-1	0	4	-1
COc1cccc(C(=O)NCCS(=O)(=O)NCc2ccco2)c1	-18	20	0	2	-1	-3	6	-1	-1
COc1ccc(NC(C)=O)cc1NC(=O)CSc1nc2ncccc2[nH]1	2	-7	-1	-4	9	-2	3	-6	-5
COc1ccc2oc(C(=O)OCC(=O)NC(C)c3ccccc3)c(C)c2c1 (configuration not stated)	7	-8	13	-3	-2	2	-1	-1	-1
COc1ccccc1C1CCN(Cc2ccccc2)CC1	-7	5	-3	4	-5	0	-3	0	-1
CCOc1ccc(N2C(=O)c3ccc(C(=O)OCc4c(C)noc4C)cc3C2=O)cc1	-17	10	-11	-1	8	-6	0	9	2
CSCCC(NC(=O)c1cccc(S(=O)(=O)N2CCOCC2)c1)C(=O)Nc1ccc(F)cc1 (configuration not stated)	-6	13	0	2	1	-4	1	-8	2
CC(=O)Nc1ccc(N2C(=O)CC(Sc3nc(C)cc(C)n3)C2=O)cc1 (configuration not stated)	7	-3	4	-1	8	2	3	-8	-6
CCOC(=O)c1cc2sc(C)cc2n1CCCN1C(=O)c2ccccc2C1=O	-5	19	4	0	4	-1	8	-3	-5
Cc1cc(C)c(S(=O)(=O)N2CCCC(C(=O)NC3CC3)C2)c(C)c1 (configuration not stated)	-2	4	-1	-4	10	-6	0	8	-3
O=C(CSc1ccccc1F)NCC(c1cccs1)N1CCOCC1 (configuration not stated)	nt	14	1	-6	-4	nt	nt	nt	nt
O=C(c1ccc(Cl)cc1)c1cc(-c2ccccn2)c(N2CCOCC2)s1	14	32	6	-1	0	0	0	6	0
Cc1cccnc1NCc1ccc(O)c2ncccc12	-6	2	0	-6	14	-12	-13	-1	4
Cc1ccc(C23CC4CC(CC(CC(=O)N5CCOCC5)(C4)C2)C3)cc1	5	-13	-4	2	-1	1	1	-7	-2
CCn1c(/C=C/c2cc[n+](C)cc2)nc2ccccc21	17	4	11	-2	10	6	3	1	1
Cc1ccc2nc(N(CCN(C)C)C(=O)/C=C/c3cccs3)sc2c1	9	20	-4	0	4	6	-1	-5	-2
Brc1ccc(-c2cnc(-c3cccs3)o2)cc1	15	-1	-2	-1	0	-3	-3	-1	-4
Cc1ccc2nsnc2c1S(=O)(=O)NCc1ccncc1	4	-6	3	0	7	4	-5	-1	2
CCOc1ccc(NC(=S)N2CCC(c3ccc(C)cc3)C2)cc1 (configuration not stated)	-14	19	4	0	-2	11	-3	9	4
CN(C)CCNc1nc(-c2ccccc2)c2c(c1C#N)CC(C)(C)OC2	16	-6	4	-1	17	6	5	1	-4
Cc1ccc(C(=O)NCC(=O)NCC(=O)OCC(=O)c2cccs2)cc1	-5	-16	1	-2	11	3	2	-6	-3
COCC(=O)NC1CC2CCCC(C1)N2Cc1ccccc1 (configuration not stated)	-8	-3	-1	-1	1	-21	6	1	-1
COc1ccc(CC(C(=O)Nc2ccc(OC)cc2)c2nn[nH]n2)cc1 (configuration not stated)	0	3	-3	-1	8	-4	3	0	2
Cc1ccc(/C=N/NC(=O)c2ccccc2OCc2ccc(F)cc2)o1	7	6	2	2	7	-3	5	-2	0
CC1(C)CC(=O)C2=C(C1)OC(N)=C(C#N)C2c1cccc(OC(=O)c2ccco2)c1 (configuration not stated)	7	29	1	4	0	-5	5	-4	0
CCOC(=O)C(=O)Nc1nccs1	5	-3	4	-3	2	3	9	-4	2
CCCC(=O)Nc1ccc2c(c1)C(=O)NC2=O	1	1	2	1	-2	1	8	1	1
Cc1cccc(N(CC(=O)NCCSCc2ccccc2)S(C)(=O)=O)c1C	3	-1	-3	5	1	7	8	-2	-4
Cc1ccc(C)c(N2CCN(C(=O)c3cc(S(=O)(=O)N4CCOCC4)cn3C)CC2)c1	3	30	-5	0	12	1	1	5	3

Bioassay records from PubChem BioAssay.
